Assay outcomes from PubChem.
HTR5A ag: counter-screen for OPRM1-OPRD1 agonists: human HTR5A agonism; P47898; HTR5A agonist assay, luminescence, cell-based; activation, % at 9.3 µM; hit rate 0.61% among 340,000; AID 504692; in the data active = activation mostly above about 9.5%, no sharp cut-off; inactive = mostly below about 7.6%;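 also: 0% = cells with vehicle only and 100% = reference agonist; strong numbers were not always called active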
Arr AP2 block: human beta-arrestin and AP2 interaction inhibition | FITC-arrestin peptide / GST-AP2 beads, flow cytometry; AP2 beta2 appendage carries R879A mutation | inhibition, % at 10 µM | hit rate 0.31% among 340,000 | AID 504490;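 active = inhibition above a set limit, near 3 SD of compounds lacking own fluorescence, cut at about 54% in these data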;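 also: plate controls were DMSO wells for no effect and 5 µM unlabelled arrestin peptide for full effect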
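Assay system: GST-AP2 R879A bound to glutathione beads, E. coli-expressed; Medium: PBS with 0.05% Tween 20 and 0.1% BSA; Also added: fluorescein-tagged arrestin peptide at 50 nM final; Timing: 12 min plus 1 h, RT; Measured by: flow cytometry, FL1 (488/535 nm); Evaluation: percent drop in bead-associated FITC signal.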
DAGLB inh: diacylglycerol lipase beta (human) inhibition | hit rate 0.059% among 340,000 | inhibition, % at 5.17 µM | Q8NCG7 | HEK293T DAGLB membrane lysate, EnzChek fluorogenic substrate; in the data active = inhibition above about 34%;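 also: 0% = enzyme with vehicle and 100% = wells lacking enzyme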
DSG3 Ab inh: inhibitors of pemphigus antibody binding to human desmoglein-3; binding (percent of control), % at 10 µM; P32926; DSG3-coupled beads, scFv-anti-DSG3-GFP binding, flow cytometry; stronger effect = lower value; hit rate 0.48% among 310,000;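 active = binding more than 3 SD below its plate's average and above zero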; also: some compounds called inactive have numbers as strong as hits
HTR5A inv ctr: inverse agonist of human HTR5A in OPRM1-OPRD1 counter-screen; P47898; HTR5A cell line, luminescence, inverse agonism; inhibition, % at 9.3 µM; hit rate 0.083% among 340,000; AID 504634; in the data active = inhibition mostly above about 23%, no sharp cut-off; inactive = mostly below about 18%;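 also: 0% = cells with DMSO and 100% = no-cell wells with DMSO; some compounds called inactive have numbers as strong as hits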
V-ATPase pHluor: alters yeast V-ATPase proton transport; S. cerevisiae, pHLuorin cytosolic pH fluorescence; response, % at 10 µM; hit rate 0.37% among 350,000; in the data active = response mostly above about 7.3%, no sharp cut-off; inactive = mostly below about 5.4%; also: actives read high; inactives centre near 0; some compounds called inactive have numbers as strong as hits; reference of the scale not given here
OPRM1-OPRD1 inv: mu-delta opioid heterodimer inverse agonism; cell-based MOR-DOR heterodimer luminescence; inhibition, % at 9.3 µM; hit rate 0.21% among 340,000; AID 504357; in the data active = inhibition above about 22%, passing the limit was not always enough;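 also: 0% = cells with DMSO and 100% = wells without cells with DMSO; values of inactives mirror those of a sister screen read the other way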
Target sequence (P35372 whole entry, looked up): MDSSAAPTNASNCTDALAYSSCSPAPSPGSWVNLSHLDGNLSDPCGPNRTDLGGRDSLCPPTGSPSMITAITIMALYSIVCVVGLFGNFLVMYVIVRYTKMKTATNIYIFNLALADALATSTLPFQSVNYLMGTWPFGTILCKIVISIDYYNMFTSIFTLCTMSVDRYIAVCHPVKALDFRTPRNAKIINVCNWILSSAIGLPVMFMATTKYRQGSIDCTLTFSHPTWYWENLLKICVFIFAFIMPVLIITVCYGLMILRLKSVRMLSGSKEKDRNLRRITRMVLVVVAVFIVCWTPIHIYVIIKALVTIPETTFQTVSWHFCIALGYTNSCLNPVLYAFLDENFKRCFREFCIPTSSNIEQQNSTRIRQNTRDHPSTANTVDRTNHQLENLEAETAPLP
Target sequence (P41143 whole entry, looked up): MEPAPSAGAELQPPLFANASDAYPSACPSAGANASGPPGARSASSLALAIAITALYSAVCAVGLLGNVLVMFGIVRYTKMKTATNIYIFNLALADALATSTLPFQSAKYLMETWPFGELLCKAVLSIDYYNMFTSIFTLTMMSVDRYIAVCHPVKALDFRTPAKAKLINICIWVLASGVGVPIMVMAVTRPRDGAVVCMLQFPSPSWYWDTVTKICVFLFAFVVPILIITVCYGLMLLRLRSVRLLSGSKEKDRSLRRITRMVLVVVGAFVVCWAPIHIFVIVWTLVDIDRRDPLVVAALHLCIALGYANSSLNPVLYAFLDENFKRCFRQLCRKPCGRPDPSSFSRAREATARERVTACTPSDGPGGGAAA
PKA-R2B act: PKA-R2B complex activation; hit rate 0.079% among 340,000; P22694+P31323; PKA-R2B holoenzyme dissociation, Cy5-IP20 fluorescence polarization; R2B truncated from residue 108, S112A mutant; 0% DMSO only, 100% 113 µM cGMP; activation, % at 11.4 µM;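 active = activation above a cutoff set at the mean over all compounds plus 3 SD, cut at about 18% in these data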;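 also: higher means more holoenzyme dissociation and a rise in polarization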
PKA-R1A activ: activates the PKA-R1A holoenzyme complex; P00514+P68181; PKA-R1A dissociation, Cy5-IP20 fluorescence polarization; scaled: DMSO 0%, 113 µM cGMP 100%; activation, % at 11.4 µM; hit rate 0.083% among 340,000; AID 504707;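 active = percent activation above the mean of all tested compounds plus 3 SD, cut at about 19% in these data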;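 also: higher means more PKAc released from R1A so a rise in polarization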
MOR-DOR ag: OPRM1-OPRD1 heterodimerization agonism | activation, % at 9.3 µM | cells, luminescence | AID 504326 | hit rate 0.3% among 340,000 | P35372+P41143; in the data active = activation above about 18%;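 also: 0% = vehicle-treated cells and 100% = reference agonist; values of inactives mirror those of a sister screen read the other way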
* = called active by the depositor; · = not tested or not shown.

SMILES	HTR5A ag	Arr AP2 block	DAGLB inh	DSG3 Ab inh	HTR5A inv ctr	V-ATPase pHluor	OPRM1-OPRD1 inv	PKA-R2B act	PKA-R1A activ	MOR-DOR ag
COc1ccc(NS(=O)(=O)c2cc(N=Nc3c(O)[nH]c(=O)[nH]c3=O)ccc2Cl)cc1	-1.8	-6.6	2.7	94.0	7.1	-0.9	2.2	0.7	-23.0	-0.4
COc1ccc(Cl)cc1N1C(=O)[C@@H]2C(c3cccc(OC)c3OC)=NO[C@@H]2C1=O	2.9	9.2	4.1	100.8	-14.4	-1.0	3.2	-14.7	2.6	-0.6
Nc1ncnc2c1ncn2[C@@H]1O[C@H](COP(=O)(O)O)[C@@H](O)[C@H]1O	6.2	8.5	1.4	105.9	-22.1	11.4	13.3	3.1	7.7	-2.5
CCCn1nc(C(=O)NNC(=O)C2CSC3(C)CCC(=O)N23)c2ccccc2c1=O (stereo unspecified)	-0.8	-8.4	1.8	100.5	2.1	-3.6	12.3	-4.2	0.1	-2.4
N#CC1=C(N)Oc2n[nH]c(-c3ccc(F)cc3)c2C1c1cccc(OC(=O)N2CCOCC2)c1 (stereo unspecified)	-4.2	1.9	0.2	88.6	15.2	3.1	10.1	4.8	1.9	-1.8
CC(C)(C)C1CCC(OC(=O)C[N+]2(C)CCCCC2)CC1 (stereo unspecified)	-1.3	-42.0	0.0	99.8	0.4	-0.3	8.8	-2.3	-0.7	-1.7
COCCCNc1nc2nonc2nc1N(C)CC1CCCN1C (stereo unspecified)	8.6	4.0	0.9	101.4	-27.1	-3.5	14.6	-6.8	-8.3	-2.8
COc1ccc(CNC(=O)C2CC(c3ccccc3[N+](=O)[O-])=NO2)cc1 (stereo unspecified)	0.5	6.3	3.5	105.4	8.6	3.7	-2.2	-1.3	-3.2	0.4
Cc1ccccc1NC(=O)N1C2CCCC1CC(NC(=O)C1CC1)C2 (stereo unspecified)	2.1	7.5	1.4	·	-3.9	-2.4	15.8	0.8	10.6	-3.0
CCN1CCN(C(c2cccs2)C(C)NC(=O)C(C)C)CC1 (stereo unspecified)	3.8	-6.1	0.4	105.6	-11.5	10.0	-0.2	1.0	1.2	0.0
O=C(O)c1ccc(NS(=O)(=O)Cc2ccc(Cl)c(Cl)c2)cc1	0.5	-5.4	-1.1	125.5	-2.1	0.8	11.7	2.8	3.6	-2.3
COc1ccc(C(=O)c2coc(-c3ccccc3C(=O)O)c2C(=O)O)cc1	-3.1	26.4	0.3	128.1	-9.4	0.9	17.7	9.0	-12.2	-3.3
O=C(c1ccco1)N1CCC(c2nc3c(nnn3Cc3ccc(F)cc3)c(=O)[nH]2)CC1	-1.1	0.8	1.4	98.8	-3.2	-0.8	2.0	-13.4	7.3	-0.3
Cc1ccc(N2C(=O)Nc3cc(Cl)c(Cl)cc3N2O)cc1Cl	3.0	-31.1	3.6	96.2	-8.6	-1.8	-3.4	-8.4	0.7	0.6
Cc1c(NS(=O)(=O)c2ccc(C(=O)NCc3ccc(F)cc3)cc2)c(=O)n(-c2ccccc2)n1C	1.7	-3.1	-1.2	101.2	0.2	-2.7	4.7	11.3	5.0	-1.2
O=C(Nc1ccncc1)c1ccc(Cl)c(Cl)c1	-0.7	-0.4	-2.8	107.6	2.7	1.8	4.3	-2.1	-7.0	-0.8
O=C(CSc1n[nH]c(-c2ccc(Br)cc2)n1)NC1CCCC1	3.0	-7.6	-7.5	·	-0.8	-1.4	-7.6	-5.1	9.0	2.0
Cc1cc(C(=O)CN2C(=O)C(=O)N(Cc3ccccc3)C2=O)c(C)n1CC1COc2ccccc2O1 (stereo unspecified)	0.3	-1.2	-2.7	98.5	6.7	-0.1	-6.5	17.3	-6.5	1.3
CCCCNC(=O)C1CCN(S(=O)(=O)c2cnc[nH]2)CC1	-6.8	14.6	-3.6	88.6	0.1	2.4	-3.0	0.5	2.4	0.5
CN1C(=O)[C@H]2[C@@H](c3ccc(C(F)(F)F)cc3)N[C@]3(CCCN(Cc4ccco4)C3=O)[C@H]2C1=O	·	·	0.3	112.6	·	-0.1	·	0.4	-1.0	·
COc1ccc(CCNC(=O)Cc2cc(OCc3ccccc3)c(OC)cc2[N+](=O)[O-])cc1OC	0.5	-0.4	-3.9	103.0	-1.4	-4.1	12.7	1.7	-12.9	-3.0
Cc1cc(C)cc(NC(=O)C2CC3CCC2C3)c1 (stereo unspecified)	-1.3	-0.4	-5.2	95.6	-21.7	-1.3	-6.1	-3.5	2.7	1.2
CN1CCCC(OC(=O)c2ccc(C#N)cc2)C1 (stereo unspecified)	-0.4	36.1	-3.0	106.5	1.5	-2.1	15.7	-2.5	-7.1	-3.3
COC(=O)c1sccc1NC(=O)CCC1CCCC1	2.7	-1.6	-10.8	112.5	0.5	1.9	-44.8	-14.3	-2.4	7.6

Next section, overlapping the part above by 5 compounds.
SMILES	HTR5A ag	Arr AP2 block	DAGLB inh	DSG3 Ab inh	HTR5A inv ctr	V-ATPase pHluor	OPRM1-OPRD1 inv	PKA-R2B act	PKA-R1A activ	MOR-DOR ag
CN1C(=O)[C@H]2[C@@H](c3ccc(C(F)(F)F)cc3)N[C@]3(CCCN(Cc4ccco4)C3=O)[C@H]2C1=O	·	·	0.3	112.6	·	-0.1	·	0.4	-1.0	·
COc1ccc(CCNC(=O)Cc2cc(OCc3ccccc3)c(OC)cc2[N+](=O)[O-])cc1OC	0.5	-0.4	-3.9	103.0	-1.4	-4.1	12.7	1.7	-12.9	-3.0
Cc1cc(C)cc(NC(=O)C2CC3CCC2C3)c1 (stereo unspecified)	-1.3	-0.4	-5.2	95.6	-21.7	-1.3	-6.1	-3.5	2.7	1.2
CN1CCCC(OC(=O)c2ccc(C#N)cc2)C1 (stereo unspecified)	-0.4	36.1	-3.0	106.5	1.5	-2.1	15.7	-2.5	-7.1	-3.3
COC(=O)c1sccc1NC(=O)CCC1CCCC1	2.7	-1.6	-10.8	112.5	0.5	1.9	-44.8	-14.3	-2.4	7.6
CC(C)(C)c1ccc(Oc2ccc(NC(=O)c3cccs3)cn2)cc1	13.1*	-0.8	-8.4	110.3	-2.4	-3.1	-29.7	-10.1	-0.2	5.6
CN(C)S(=O)(=O)c1cc(NC(=O)COC(=O)C2COc3ccccc3O2)ccc1Cl (stereo unspecified)	-2.9	7.9	-2.4	98.8	8.4	2.5	11.7	-2.1	7.6	-2.3
CCN1CC2CCCC3(C1)C(=O)NC1(CCCCC1)N=C23 (stereo unspecified)	-3.7	-9.4	1.8	93.4	6.4	1.6	6.1	6.7	3.0	-1.2
CN(C)c1ccc(C2Nc3ccccc3C(=O)N2CCN2CCNC2=O)cc1 (stereo unspecified)	0.8	-7.4	1.1	117.1	-39.0	1.4	4.8	9.5	7.7	-0.9
COc1cc(OC)cc(C(=O)N(Cc2ccco2)c2c(N)n(Cc3ccccc3)c(=O)[nH]c2=O)c1	0.2	-1.2	-2.0	103.8	-0.8	2.3	8.1	-5.1	-5.9	-1.5
CN(C(=O)c1ccc(S(=O)(=O)c2cccc(Cl)c2)c([N+](=O)[O-])c1)C1CCCCC1	9.3	7.1	-0.5	112.3	-21.4	2.9	-39.7	-5.5	-6.0	7.4
NC(=O)NC(c1ccccc1)c1ccccc1F (stereo unspecified)	-2.4	4.2	-1.9	100.6	-4.5	-1.4	12.8	0.6	0.1	-2.4
CCN(Cc1ccncc1)C(=O)c1cc(COc2c(F)cccc2F)on1	6.9	22.9	-4.5	94.1	-4.6	-2.1	1.6	5.2	5.1	-0.3
CC(C)c1ccc(/C=N\NC(=O)c2ccc(Cn3cccn3)o2)cc1	3.8	16.4	-4.2	98.1	-0.3	1.0	4.3	4.8	-14.0	-0.7
CC(C)n1nc(C(=O)NC2CCCCCC2)c2ccccc2c1=O	0.7	1.4	-0.8	·	-1.9	-4.6	5.9	-7.9	-4.7	-1.4
COc1ccc(NC(=O)COC(=O)COc2ccc(Br)cc2)cc1	-2.1	-2.0	-5.8	95.8	-27.5	-2.1	-0.2	-10.1	-5.6	0.0
O=C(NC1CCCCC1)C(c1ccc(O)cc1)N(CC1CCCO1)C(=O)C1COc2ccccc2O1 (stereo unspecified)	-4.0	-1.1	-1.0	78.2*	10.2	0.2	-1.5	-17.5	1.9	0.3
COc1ccccc1C(CC(=O)Nc1ccccc1C)c1ccc(OC(C)C)cc1 (stereo unspecified)	6.5	0.6	0.2	86.3	-4.5	-1.3	10.0	-2.2	0.2	-2.0
CCOCc1nnc(NC(=O)COC)s1	4.7	-1.7	-2.0	105.0	-11.2	-1.8	14.9	-6.0	7.4	-3.1
CNS(=O)(=O)c1ccc(C(=O)NCC(=O)NCCC(c2ccccc2)c2ccccc2)cc1	1.1	16.9	-0.9	105.3	-1.6	1.0	5.8	3.0	7.3	-1.5
Oc1ccc(N=Nc2cccc(C(F)(F)F)c2)cc1C=Nc1ccc(N2CCOCC2)cc1	-0.2	49.1	5.0	92.3	0.4	-1.4	-1.2	-1.6	-7.5	0.2
O=C(c1ccc2ccccc2c1)C1CCCN(C(=O)c2cnccn2)C1 (stereo unspecified)	-0.2	-16.3	-3.2	94.8	-22.9	-1.1	12.1	-7.6	-6.0	-2.4
COc1cccc(CN2C(=O)Nc3ccccc3C(=O)N2C(C)(C)C)c1	1.6	-4.8	-3.2	94.3	-5.7	-1.9	-1.1	9.2	11.8	0.2
Cc1cc2ncc(-c3ccc(Cl)cc3)c(N)n2n1	-2.5	-3.0	0.1	98.7	7.3	0.8	0.8	-18.6	-2.7	-0.1
Cc1nn(C(C)C(=O)O)c2ccccc12 (stereo unspecified)	3.3	11.8	3.1	106.2	2.2	8.8	11.1	-9.1	-12.6	-2.0
CC(=O)N1c2ccccc2N(Cc2ccc(C)cc2C)C(=O)C1(C)C	0.4	2.7	-9.2	105.3	-1.1	-2.1	-15.0	-2.2	-2.2	2.9
COc1cccc(Cl)c1NC(=O)N1CCN(c2cc(C)nc3ccccc23)CC1	-3.5	-11.4	-1.7	107.5	-10.6	6.2	-6.0	-2.9	-4.8	1.2
COc1ccc(C(=O)NCc2ccco2)cc1S(=O)(=O)NC1CC1	2.2	1.0	-2.5	104.3	-5.4	2.7	-0.7	-3.0	-6.3	0.2
Cc1ccc(NC(=O)Cn2ccc(=O)[nH]c2=O)cc1	1.4	-4.0	0.0	98.6	-3.6	1.6	-1.8	4.1	-2.8	0.2
CC(C)N1CC(C(=O)Nc2ccc(Cl)c(Cl)c2)CC1=O (stereo unspecified)	7.0	-12.0	-1.4	103.1	15.8	-3.2	6.9	-2.6	-4.4	-1.2
CC(C)CCn1nnnc1CN1CCN(c2ccccc2)CC1	3.4	12.2	-4.7	97.9	22.5	1.6	-6.3	-13.7	-6.2	1.1
CCOC(=O)c1cc(-c2ccccc2)sc1NC(=O)C(C)OC(=O)c1cccnc1OCC (stereo unspecified)	0.2	1.1	0.6	97.8	-0.4	-5.5	5.5	-3.8	-7.6	-1.0
C=Cn1cc[n+](CC(=O)c2ccc(Cl)cc2)c1	4.2	29.8	-0.4	107.4	-15.7	-0.8	16.6	-7.9	-3.4	-3.5
